# From PubChem
# NOD2 inhibition – NOD2 signaling inhibitors, cell-based, luminescence, uHTS, HEK293 (AID 1566). HEK293 NOD2/NF-kB luciferase reporter, luminescence; higher % means a stronger effect. one-dose inhibition, % at 4 µM; EC50 in µM for titrated hits. actives 0.63% (n = 290,000); in the data active = inhibition above about 50%; note: many of its hits are not listed in these tables
# Lipid droplet – modulators of hepatic lipid droplet formation; AML12 mouse hepatocytes, oleate lipid droplets, BODIPY imaging; actives 0.4% (n = 240,000); inhibition, % at 6.5 µM;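 active = lipid droplet intensity inhibited by at least 50%, with more than 500 cells counted; inconclusive = wells with under 300 cells, treated as cytotoxic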
#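 Assay system: AML12 hepatocytes (mouse); Probe or stimulus: oleic acid at 100 µM to induce lipid droplet formation; Dosing: compound at 6.5 µM only; Schedule: compound with oleate, overnight; Detection: fluorescence imaging, 20x objective, two fields per well; Measure: % inhibition of lipid droplet signal.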
# Dynein cargo inh – blocks dynein driven cargo transport along microtubules. 3617.4 mouse cells, GR-EGFP nuclear translocation imaging; test concentration mostly 20 µM; stimulated with dexamethasone, 1 µM; active compounds read low. z-score, hits read low. actives 0.47% (n = 220,000). AID 1381;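 active = plate z-score of nuclear minus cytoplasmic receptor signal below a set negative limit, without overly bright fluorescence or cell loss, cut at about -3.5 in these data, passing the limit was not always enough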;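 note: z-score of nuclear minus cytoplasmic ring GR-EGFP intensity difference per well; some compounds called inactive have numbers as strong as hits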
#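 medium = tetracycline-free induction medium containing charcoal-stripped FBS | probe or stimulus = dexamethasone, 1.0 µM final | timing = 48 h induction, then 1 h compound, then 30 min agonist, 37 °C | detection = automated 10x imaging of fixed Hoechst-stained cells | read-out basis = nuclear versus cytoplasmic GR-EGFP signal, averaged per well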
# Ins promoter up – MIN6 insulin promoter up-regulation. MIN6 insulin promoter-GFP reporter, high-content imaging; active compounds read high. z-score at 5 µM. actives 0.3% (n = 190,000). AID 1625;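 active = z-score above 3 at 5 µM with at least 500 cells counted in the well; inconclusive = wells under 500 cells, flagged as cytotoxic or low count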
# Autophagy HCS – alters autophagy in cells. MEF GFP-LC3 puncta imaging; test concentration mostly 10 µM. calls only at 10 µM (by protocol). actives 0.98% (n = 190,000). AID 463193;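 active = percentage of spot-positive cells more than 3 SD above its plate mean, without a fluorescence outlier flag or 80% toxicity; inconclusive = no clear call, values can overlap the other calls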;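 note: spot-positive cell cutoff set from DMSO-treated cells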
# b-catenin transl – beta-catenin nuclear translocation modulation; nuclear translocation activity, % at 5 µM; HeLa beta-catenin nuclear translocation, immunofluorescence imaging; AID 1665; actives 0.3% (n = 190,000);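 active = nuclear translocation activity above 50% at 5 µM, with a well cell count of 50 or more; inconclusive = wells under 50 cells across six images, flagged as toxic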;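 note: per-cell ratio of nuclear to cytoplasmic median beta-catenin stain intensity; plate controls were DMSO negative control for no effect and GSK-3 inhibitor IX positive control for full effect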
#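 Test system: human HeLa cells, native beta-catenin. Compound dosing: 5 µM primary single dose, 0.1% DMSO, 0.02–20 µM confirmation series. Incubation: compound exposure 24 h at 37°C. Detection: beta-catenin immunostaining with DAPI counterstain, 20x imaging, 6 fields/well. Read-out basis: Nuclear/cytoplasmic beta-catenin signal ratio, % activation.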
# MT stabilize HCS – microtubule stabilizers in HeLa cells. HeLa tubulin immunostaining HCS, 24 h; share of cells brighter than vehicle mean+2SD. % tubulin-high responders, % at 10 µM. actives 0.83% (n = 200,000);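 active = plate Z-score above 3 for both tubulin-high and condensed-nucleus cell shares, with cell loss under 80%, at 10 µM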;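 note: anti alpha tubulin signal scored within the nucleus-defined area of each cell; some results filed as inactive read as strong as hits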
# WT yeast gro inh – growth inhibition of WT yeast, mitochondrial fusion screen | mitochondrial fusion phenotypic screen, WT strain | inhibition, % at 10 µM | actives 2.1% (n = 190,000) | AID 1362; in the data active = inhibition above about 58%; tested in S. cerevisiae
# Yfh1-depleted yeast – enhancers of respiration in Yfh1-depleted yeast, dose response, Friedreich's ataxia, plus single-dose screen (AID 1465); S. cerevisiae Yfh1-off respiration, WST-1 reduction, 72 h; higher fold induction means a stronger effect; fold induction at 50 µM, or EC50 in µM where a hit was titrated; actives 0.074% (n = 220,000);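 active = fold induction of absorbance versus untreated yeast above a set limit, then at least 30% activation at any dose in follow-up; inconclusive = repeats straddling the limit, or above it without dose testing; inactive = fold induction below the set limit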;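 note: activators that raise dye reduction in frataxin-depleted yeast; strong numbers were not always called active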
# WT yeast gro inh mutant strain – second read-out of WT yeast gro inh, no call of its own (marks repeat the call); inhibition, %; mitochondrial fusion phenotypic screen, mutant strain inhibition
# Dynein cargo inh cytoplasmic EGFP – further read-out of Dynein cargo inh, marked with its call; z-score; measured here: cytoplasmic GR-EGFP intensity; active compounds read high
# Dynein cargo inh nuclear GR-EGFP – recorded beside Dynein cargo inh, whose call it bears; z-score; measured here: nuclear GR-EGFP intensity;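 lower value marks the stronger effect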
# Dynein cargo inh cell count – second read-out of Dynein cargo inh, no call of its own (marks repeat the call); z-score; measured here: cell count per field
# Ins promoter up cell count – also measured in Ins promoter up; calls as there; cell count; measured here: cytotoxicity, nuclei count;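 total cells summed across four imaged fields per well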
# Lipid droplet cells 6.5 µM – second read-out of Lipid droplet, no call of its own (marks repeat the call); cell count; measured here: cell count, cytotoxicity flag;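 cells counted across two imaged fields per well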
# b-catenin transl cell count 5 µM – recorded beside b-catenin transl, whose call it bears; cell count; measured here: cell count, cytotoxicity flag
# MT stabilize HCS Hoechst-high % – recorded beside MT stabilize HCS, whose call it bears; % Hoechst-high responders; measured here: nuclear condensation Hoechst responders;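 share of cells brighter than vehicle mean plus two SD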
# MT stabilize HCS cytotoxicity % – recorded beside MT stabilize HCS, whose call it bears; toxicity, %; measured here: cytotoxicity by cell density;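 0% = mean cell density of plate MIN control wells and 100% = no cells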
# Autophagy HCS cell loss 18 h – recorded beside Autophagy HCS, whose call it bears; toxicity, %; measured here: cell loss, nuclei count;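 cell loss after 18 h compound exposure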
# Starred values were filed as active, the others as inactive; i = inactive; ? = inconclusive; / = no result given. These rows are one share of the data; the hit share may differ from the screen's.
SMILES,NOD2 inhibition,Lipid droplet,Lipid droplet cells 6.5 µM,Dynein cargo inh,Dynein cargo inh cytoplasmic EGFP,Dynein cargo inh nuclear GR-EGFP,Dynein cargo inh cell count,Ins promoter up,Ins promoter up cell count,Autophagy HCS,Autophagy HCS cell loss 18 h,b-catenin transl,b-catenin transl cell count 5 µM,MT stabilize HCS,MT stabilize HCS Hoechst-high %,MT stabilize HCS cytotoxicity %,WT yeast gro inh,WT yeast gro inh mutant strain,Yfh1-depleted yeast
CCC(C)(C)NC(=O)CN(C(=O)c1snc(C(N)=O)c1N)c1ccc2c(c1)OCO2,-10%,-9,700,-0.092,-0.27,0.24,-0.36,-1.1,1158,i,0,/,/,2.3,2.2,31,-1,0,i
C=CCSc1nc2c(cnn2-c2ccc(C)c(C)c2)c(=O)[nH]1,4%,/,/,-1.1,0.012,-0.32,0.47,-0.94,1002,i,6,/,/,5.3,4.9,1.9,13,-3,i
CCOC(=O)C1(Cc2cccc(OC)c2)CCN(Cc2cccc(OC)c2O)CC1,21%,0,651,-0.12,-0.22,0.059,0.42,0.25,1500,i,13,-0.1,1013,1.6,2.1,2.4,3,-3,i
O=C(CNC(=O)c1ccc(Cl)cc1)OCC(=O)c1ccc2c(c1)OCCO2,-11%,0,823,-0.036,-0.078,0.25,0.24,0.7,856,i,-10,-3.2,966,2.8,2.0,4.3,3,17,i
CCSc1nnc(NC(=O)CSc2nccn2-c2cc(C)cc(C)c2)s1,20%,/,/,2.3,-0.2,1,-1.2,1.1,1395,i,5,0.5,1437,5.9,2.5,9.4,1,-21,i
COc1ccc2c(c1)c(CC(=O)OCC(N)=O)c(C)n2C(=O)c1ccc(Cl)cc1,20%,-3,669,-0.16,-0.25,0.69,-0.55,-0.39,1057,/,/,1.1,1262,/,/,/,/,/,i
COc1ccccc1Nc1nc(N)nc(-c2cc3ccccc3o2)n1,-39%,-4,649,1.3,0.33,1.8,-1.1,0.67,2033,i,3,-2.3,1094,6.7,3.1,6.4,16,-12,i
CCN1CCN(C(=O)c2ccc(Cl)c(S(=O)(=O)N3CCOCC3)c2)CC1,19%,3,741,-0.19,-0.21,0.066,-0.54,/,/,i,5,-13,1116,2.2,1.7,2.6,-7,-13,i
COc1cccc(N2C(C(C)=O)=NN(c3ccccc3)C2c2ccc(N3CCOCC3)cc2)c1 (stereo not drawn),-15%,-30,759,-0.69,-0.14,-0.29,0.31,0.23,1071,i,-10,3.6,433,2.2,4.4,7.2,13,-7,i
Nc1[nH]ncc1-c1ccccc1,10%,16,706,0.087,-0.36,-0.34,-0.54,-0.23,1243,i,-7,-1.9,1045,3.8,3.5,8.3,-1,2,i
CC(C)(C)C(=O)OCCn1c(=O)c2cc3c(=O)n(CCOC(=O)C(C)(C)C)c(=O)c3cc2c1=O,4%,/,/,-0.39,-0.26,-0.0087,0.51,0.37,1614,i,-35,2.4,1350,3.0,1.4,13,2,-5,i
CCOC(=O)c1ccc(N2C(=O)CC(N3CCN(C/C=C/c4ccccc4)CC3)C2=O)cc1 (stereo not drawn),7%,-6,654,-1,-0.27,-0.33,0.6,-0.25,1193,i,6,/,/,2.5,1.8,8.8,-4,10,i

# Not a retest: two of the compounds above.
SMILES,NOD2 inhibition,Lipid droplet,Lipid droplet cells 6.5 µM,Dynein cargo inh,Dynein cargo inh cytoplasmic EGFP,Dynein cargo inh nuclear GR-EGFP,Dynein cargo inh cell count,Ins promoter up,Ins promoter up cell count,Autophagy HCS,Autophagy HCS cell loss 18 h,b-catenin transl,b-catenin transl cell count 5 µM,MT stabilize HCS,MT stabilize HCS Hoechst-high %,MT stabilize HCS cytotoxicity %,WT yeast gro inh,WT yeast gro inh mutant strain,Yfh1-depleted yeast
CCC(C)(C)NC(=O)CN(C(=O)c1snc(C(N)=O)c1N)c1ccc2c(c1)OCO2,-10%,-9,700,-0.092,-0.27,0.24,-0.36,-1.1,1158,i,0,/,/,2.3,2.2,31,-1,0,i
C=CCSc1nc2c(cnn2-c2ccc(C)c(C)c2)c(=O)[nH]1,4%,/,/,-1.1,0.012,-0.32,0.47,-0.94,1002,i,6,/,/,5.3,4.9,1.9,13,-3,i

# Additional results.
SMILES,NOD2 inhibition,Lipid droplet,Lipid droplet cells 6.5 µM,Dynein cargo inh,Dynein cargo inh cytoplasmic EGFP,Dynein cargo inh nuclear GR-EGFP,Dynein cargo inh cell count,Ins promoter up,Ins promoter up cell count,Autophagy HCS,Autophagy HCS cell loss 18 h,b-catenin transl,b-catenin transl cell count 5 µM,MT stabilize HCS,MT stabilize HCS Hoechst-high %,MT stabilize HCS cytotoxicity %,WT yeast gro inh,WT yeast gro inh mutant strain,Yfh1-depleted yeast
Cc1ccc(/C=C(/C#N)c2nc(CCN3C(=O)c4ccccc4C3=O)cs2)cc1,6%,/,/,-0.094,-0.2,0.25,-0.36,/,/,i,13,/,/,2.7,2.3,4.8,/,/,i
Cn1cc2ccc(N)cc2n1,-2%,-6,580,0.29,-0.36,0.51,0.25,0.03,1464,i,-11,1.2,1106,1.2,1.5,12,-17,-12,i
CCC(Cc1ccccc1)NC(=O)CCn1cccc1 (stereo not drawn),12%,0,760,-0.62,-0.43,-0.32,0.73,-0.63,963,i,0,-1.4,1200,1.0,1.6,12,8,10,i
Cc1ccc(C(=O)NCc2ccccc2)cc1Br,-3%,4,652,1.8,-0.17,0.57,-1,0.28,1340,i,16,-1.2,985,1.9,2.4,9.6,-4,-20,i
CC(C)CCNC(=O)COC(=O)c1ccc(Br)o1,8%,9,794,-0.77,0.014,-0.11,0.52,0.27,852,i,24,-3.1,1126,1.5,1.6,5.5,-18,-3,i
Cc1ccc(N(C)C(=O)N2CCN(S(=O)(=O)c3ccc(C)c(C)c3)CC2)cc1,21%,5,816,-0.32,0.42,-0.3,-0.11,/,/,i,-2,-20,1306,1.0,0.8,4.3,2,-22,i
COc1ccc([N+](=O)[O-])cc1NC(=O)C1(c2ccccc2)CCOCC1,9%,-25,688,-0.26,-0.3,-0.08,0.56,-0.65,1237,i,0,1.2,1040,2.3,2.0,3.3,3,6,i
CNC(=O)c1[nH]cnc1C(=O)N[C@@H](CCCCNC(=O)OC(C)(C)C)C(=O)OC(C)(C)C,18%,-1,696,0.0048,-0.17,0.29,0.2,-0.15,1513,i,5,-0.1,1127,2.1,1.4,5.5,6,-3,i
CCCCN(C)C(=O)Cn1c(=O)oc2cc(S(=O)(=O)N3CC(C)CC(C)C3)ccc21 (stereo not drawn),-4%,2,747,-0.29,-0.25,0.26,0.44,0.28,1147,/,/,0.0,1264,/,/,/,/,/,i
O=C(Nc1cccc(F)c1)c1cccnc1NCCc1ccccc1,2%,-15,614,-0.8,-0.24,-0.53,1.2,-0.41,1401,i,-8,1.1,1106,2.6,3.0,8.5,36,45,i
CCOc1ccc2[nH]c(=O)c(CN(CC3COCCO3)C(=O)c3ccco3)cc2c1 (stereo not drawn),3%,-8,732,/,/,/,/,0.25,1277,/,/,-2.7,1213,/,/,/,/,/,i
CC(=O)C1=NOC(CNc2ncc(C(F)(F)F)cc2Cl)C1 (stereo not drawn),-4%,0,632,1.6,-0.05,1,-0.84,/,/,i,24,0.8,1525,4.2,1.5,11,0,2,i
CCOc1c(CNCCNC(=O)c2nonc2N)cccc1OC,6%,/,/,0.79,-0.3,0.47,-0.18,-0.83,954,i,-12,-9.0,951,4.9,3.9,5.7,16,-1,i
C=CCN(CC=C)S(=O)(=O)c1ccc(NC(=S)NC(=O)/C=C/c2ccc(C)cc2)cc1,-4%,-4,701,0.49,-0.26,0.48,-0.8,-0.38,1868,i,36,0.1,1036,2.7,1.8,7.0,20,6,i
CCOC(=O)c1c2ccc(OCC(=O)NN)cc2n2ccccc12,-14%,-2,707,-1.2,0.048,-0.62,0.4,2.6,1231,i,-8,-0.6,1094,2.1,2.0,4.9,-15,-1,i
CCOC(=O)CNC(=O)CSc1ncnc2c1cnn2-c1ccccc1,-1%,-14,681,-0.33,0.21,-0.15,-0.0025,0.49,1896,i,3,1.0,1072,2.3,0.2,33,9,14,/
COc1ccc(C2C(C#N)C(C#N)N3CCCN23)cc1 (stereo not drawn),-7%,/,/,0.57,-0.07,0.71,-1.4,1,1502,i,7,-1.8,1407,2.8,1.1,0.1,-10,-14,i
Cc1cc(C)n(-c2nc(N(c3ccccc3)c3ccccc3)nc(-n3nc(C)cc3C)n2)n1,6%,57*,682*,-0.35,-0.11,-0.085,-1.3,?,/,i,0,-0.8,1209,3.0,1.7,7.8,-7,-2,i
Cc1ccc(NCc2ccncc2)c(Br)c1,-17%,-23,633,0.071,-0.28,0.53,-0.033,0.62,1548,i,-11,0.7,950,2.2,3.1,4.3,-4,-9,i
CCCCCCNC(=O)CCNC(=O)c1cc(OC)c(OC)c(OC)c1,8%,/,/,0.31,-0.2,0.53,-0.63,1.3,1570,i,-8,-6.4,971,4.9,2.3,9.1,-22,-2,i
CC1(C)Cc2nc3oc4c(=O)n(CC(=O)Nc5ccccc5)cnc4c3cc2CO1,9%,-2,539,-0.62,-0.076,-0.071,0.3,-0.65,1333,i,23,-1.9,1155,3.1,3.2,4.5,10,12,i
